Compound activity: PubChem BioAssay, National Center for Advancing Translational Sciences (NCATS)
Vif-A3F inh – Vif-A3F binding inhibition; HeLa A3F-eYFP + Vif (tagged APOBEC3F with the HIV-1 protein that degrades it), YFP fluorescence increase; Potency, µM (top dose mostly 46.1 µM), inactives show at the top dose activity, negative = active; actives 0.2% (n = 390,000); AID 602313; further: potency means the concentration at half of the fitted maximal effect; % of control where 0% means no effect; nearly all actives have a fitted effect of over 65% in size
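HeLa cells stably expressing Vif plus C-terminally eYFP-tagged A3F were seeded, incubated overnight at 37 deg C, dosed with compound, incubated overnight again at 37 deg C. Yellow fluorescence (Ex 488/Em 500-530) reported blocked Vif-mediated A3F-eYFP degradation.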
RXFP1 ag – RXFP1 (human) receptor agonism; Potency, µM (top dose mostly 57.5 µM), for the others: at the top dose activation, hits mostly activators; HEK293T-RXFP1 cAMP TR-FRET, 30 min; response scale: percent of porcine relaxin response, buffer zero; actives 0.3% (n = 370,000); further: potency means the concentration at half of the fitted maximal effect; on the % scale 0 is the no-effect control and ±100 the full control effect; nearly all actives have a fitted effect of over 60% in size; many of its hits are not listed in these tables
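Agonist response is measured as cAMP accumulation in an RXFP1-transfected HEK293T line under PDE4 inhibition. Values are scaled between buffer-only and 29 nM porcine relaxin, and EC50s come from standard Hill equation fits.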
Vif-APOBEC3G blk – inhibitors of Vif-APOBEC3G interaction. AID 602310. actives 0.076% (n = 410,000). HeLa A3G-eYFP + Vif (tagged APOBEC3G with the HIV-1 protein that degrades it), YFP fluorescence, overnight. Potency, µM (top dose mostly 46.1 µM), for inactives: top-dose activity, negative = active, actives largely listed as inhibitors. Q9HC16;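 further: potency means the concentration at half of the fitted maximal effect; on the % scale 0 is the no-effect control and ±100 the full control effect; nearly all actives have a fitted effect of over 60% in size; hits raise eYFP signal because A3G escapes Vif-driven loss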
Target sequence (Q9HC16 whole entry, looked up): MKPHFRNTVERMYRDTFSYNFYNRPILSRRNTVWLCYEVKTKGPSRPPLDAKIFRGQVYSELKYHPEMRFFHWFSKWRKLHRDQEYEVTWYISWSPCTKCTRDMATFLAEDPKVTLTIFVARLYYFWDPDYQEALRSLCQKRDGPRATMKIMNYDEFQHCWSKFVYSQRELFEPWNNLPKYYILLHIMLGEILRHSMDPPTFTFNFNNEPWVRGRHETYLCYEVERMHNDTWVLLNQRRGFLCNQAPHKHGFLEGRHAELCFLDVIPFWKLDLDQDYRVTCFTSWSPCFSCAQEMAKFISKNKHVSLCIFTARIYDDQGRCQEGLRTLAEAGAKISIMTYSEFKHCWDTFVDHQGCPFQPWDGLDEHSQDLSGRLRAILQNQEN
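Read-out is eYFP fluorescence (Ex 488/Em 500-530) from Vif-expressing HeLa A3G-eYFP cells; more signal means A3G escaped Vif-mediated degradation. Cells plated overnight, compound pinned in, incubated overnight at 37 deg C.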
TrxR1 substrate – rat thioredoxin reductase 1 substrate activity; O89049; purified TrxR1 substrate turnover, NADPH consumption readout; Potency, µM (doses to about 114 µM), inactives show at the top dose activity change, negative = substrate turnover; actives 0.01% (n = 390,000); further: potency means the concentration at half of the fitted maximal effect; on the % scale 0 is the no-effect control and ±100 the full control effect; nearly all actives have a fitted effect of over 50% in size
Target sequence (O89049 whole entry, looked up): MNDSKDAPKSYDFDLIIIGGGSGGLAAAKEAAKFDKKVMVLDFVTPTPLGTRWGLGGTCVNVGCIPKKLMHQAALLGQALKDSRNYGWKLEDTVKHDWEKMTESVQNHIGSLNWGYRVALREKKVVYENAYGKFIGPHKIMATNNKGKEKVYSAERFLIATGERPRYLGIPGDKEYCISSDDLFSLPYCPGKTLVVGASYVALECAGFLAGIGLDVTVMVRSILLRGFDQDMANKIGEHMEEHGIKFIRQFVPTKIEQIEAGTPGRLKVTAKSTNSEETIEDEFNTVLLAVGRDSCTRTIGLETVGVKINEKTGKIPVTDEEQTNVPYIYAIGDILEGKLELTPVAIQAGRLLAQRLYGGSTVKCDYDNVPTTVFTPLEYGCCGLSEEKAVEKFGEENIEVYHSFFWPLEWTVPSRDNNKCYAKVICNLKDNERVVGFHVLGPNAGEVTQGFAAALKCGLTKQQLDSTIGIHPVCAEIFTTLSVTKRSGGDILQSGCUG
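Rat TrxR1, dispensed at 90 nM, was prereduced with 400 uM NADPH (final) for 5 min at ~22 deg C, then incubated with compound 15 min before 400 uM selenite. A first-read NADPH fluorescence drop versus no-compound background flagged substrates.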
PI4K2A inh – PI4K2A (human) kinase inhibition. purified PI4K2A, ADP-Glo luminescence, 1 h; hits give low values. Q9BTU6. activity change, negative = inhibition, % at 76.9 µM. actives 0.13% (n = 420,000); in the data active means activity change below about -50%; inconclusive means mostly about -30% to -49%;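 further: -100% = wells without enzyme as full effect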
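ADP-Glo luminescence measured ADP generated by PI4K2A enzyme (4 ug/mL before mixing) with 1.2 mM PI substrate (pre-mix) and 300 microM ATP (pre-mix). Tris pH7.5 buffer with MgCl2, Triton X-100; 1 h reaction at ambient temperature.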
IDH1 R132H inh – human IDH1 R132H inhibition; O75874; IDH1-R132H enzyme, NADPH consumption, diaphorase/resazurin fluorescence; Potency, µM (doses to about 76.6 µM), for the others: at the top dose activity change, negative = inhibition, usual class: inhibitors; actives 0.093% (n = 390,000); further: potency means the concentration at half of the fitted maximal effect; on the % scale 0 is the no-effect control and ±100 the full control effect; nearly all actives have a fitted effect of over 65% in size
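IDH1-R132H (0.5 ug/mL) preincubated 30 min with compound, then NADPH (0.016 mM) and alpha-KG (2 mM) added; 80 min at RT, pH 7.5. Remaining NADPH coupled via diaphorase/resazurin to fluorescence (540/590 nm); concentration-response curves normalized to no-enzyme control.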
Glioma ERSR ind – inducers of ER stress response in human glioma cells. AID 602332. actives 0.02% (n = 420,000). Potency, µM, inactives show at the highest dose activation, usual class: activators. U87-MG GRP78 promoter luciferase reporter, 16 h; further: potency means the concentration at half of the fitted maximal effect; series mostly up to about 76 µM; % of control where 0% means no effect; nearly all actives have a fitted effect of over 35% in size
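Stably transfected U87-MG human glioma cells carrying a GRP78-based luminescent sensor were seeded at 1000 cells/well, pin-dosed with compounds and incubated 16 h. Luciferase reagent was then added, and end-point luminescence was read after 10 min at room temperature.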
USP1 inh – blocks the human USP1/UAF1 deubiquitinase complex | recombinant USP1/UAF1, Ub-Rhodamine cleavage fluorescence | actives 0.23% (n = 390,000) | O94782 | Potency, µM (highest dose often 57.1 µM), inactives show top-dose activity change, negative = inhibition, actives largely listed as inhibitors; further: potency means the concentration at half of the fitted maximal effect; on the % scale 0 is the no-effect control and ±100 the full control effect; nearly all actives have a fitted effect of over 60% in size; inactives centre near -12
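USP1/UAF1 complex at 1 nM was preincubated with compound for 15 min at room temperature, then Ub-Rho substrate (150nM final) was added. Fluorescence (480/540 nm) was read kinetically, 6 reads every 60 seconds.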
LDHA block – blocks human lactate dehydrogenase A; P00338; purified LDHA, NADH/diaphorase-resazurin fluorescence; hits give low values; activity change, % (values are at about 110 or 230 µM); actives 0.15% (n = 480,000); in the data active means activity change below about -30%; inconclusive means mostly about -25% to -30%;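 further: plate controls were DMSO wells for no effect and wells without enzyme for full effect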
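Human LDH5 at 2 nM final in Tris HCl pH 7.4 with 0.06 mM NADH and 0.2 mM pyruvate, reacted 5 minutes at room temperature. Remaining NADH coupled via diaphorase/resazurin; resorufin fluorescence read at 0 and 20 minutes, normalized to enzyme-free and DMSO wells.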
Starred values were filed as active, the others as inactive; ? = inconclusive; · = not tested or not shown; & = joins results of further samples; [ ] = another dose, or the depositor's remark. Unless noted, the call rests on the fitted dose curve; in most records, active means well fitted curve in the direction sought with a large enough effect; inconclusive means small, poorly fitted or top-dose-only effect, or another doubt; inactive means no such curve, though single readings can be large; an effect the other way counts as inactive or inconclusive.

Each structure is followed by: Vif-A3F inh	RXFP1 ag	Vif-APOBEC3G blk	TrxR1 substrate	PI4K2A inh	IDH1 R132H inh	Glioma ERSR ind	USP1 inh	LDHA block
1) Cc1ccccc1-c1nc(CN2CCC(C(=O)NCc3ccc(F)cc3)CC2)c(C)o1
    -3%	-3.1%	-1%	-6%	-9	-22%	-1%	0%	-10
2) CCN1CCN(c2cc(C)c3cc(NC(=O)c4ccc5c(c4)OCO5)ccc3n2)CC1
    -7%	6.7%	-3%	0%	0	10%	-11%	?	0
3) O=C(CCC1CCCN(c2ncccn2)C1)N1CCN(c2ccccn2)CC1 (stereo not drawn)
    2%	3.0%	1%	11%	-5	-4%	-3%	-17%	1
4) COc1cccc(C(=O)N2CCCC(CCC(=O)NCc3ccc(F)c(F)c3)C2)c1 (stereo not drawn)
    0%	0.7%	-3%	-4%	3	9%	-1%	-13%	-1
5) CCOC(=O)c1ccc(NC(=O)CC2C(=O)OCCN2CC)cc1 (stereo not drawn)
    -5%&1%	2.0%&2.4%	-1%&0%	10%[11.4 µM]	-3&-2	-7%&1%	-2%&-2%	-18%&-5%	-3&-4
6) COc1ccccc1CCCNC(=O)C1CCC(=O)N(CCc2cccc(F)c2)C1 (stereo not drawn)
    10%	2.0%	0%	1%	-4	6%	-1%	-8%	-1
7) Nc1nnc(SCc2ccc(F)cc2)n1-c1ccccc1
    0%	0.0%	-6%	15%	4	1%	-2%	-9%	-2
8) Cc1ccc(/C=C/C(=O)Nc2cccc(S(=O)(=O)N3CCOCC3)c2)o1
    -23%	0.1%	1%	-7%	-1	6%	-4%	-17%	5
9) Cc1cc(C)cc(NC(=O)c2cccc(C(=O)Nc3cc(C)cc(C)c3)c2)c1
    -1%	-2.0%	6%	-2%	1	-5%	-3%	-25%	-16
10) Cc1cccc(-c2nc(CN3CCN(Cc4cccc(F)c4)CC3)c(C)o2)c1
    0%	1.4%	2%	-4%	-1	0%	-1%	-18%	-1
11) CCC1CCCCN1CCCNC(=O)c1ccc(CS(=O)(=O)c2ccccc2OC)o1 (stereo not drawn)
    3%	3.3%	2%	9%	-8	-9%	-5%	-8%	-7
12) CC1CCCCC12NC(=O)N(CC(=O)OCc1ccccc1Cl)C2=O (stereo not drawn)
    ?	0.2%	0%	-8%	-1	6%	-4%	-5%	-4
13) COc1ccc(N/N=C(\C#N)C(=N)N2CCCCC2)cc1
    0%	-4.1%	3%	-7%	4	19%	0%	-21%	-1
14) CC1=NN(C(N)=S)C(=O)C1N=Nc1ccccc1Cl (stereo not drawn)
    0%	-1.7%	9%	-1%	16	2%	0%	-25%	-2
15) O=C(C[n+]1cccc(CNC(=O)c2ccc(OC(F)F)cc2)c1)Nc1cccc(C(F)(F)F)c1
    -3%	-0.2%	-7%	-1%	-4	2%	-3%	-19%	2
16) Cc1nn(CC(=O)Nc2ccc3c(c2)OCCO3)c(C)c1[N+](=O)[O-]
    -4%	·	-5%	-8%	2	3%	-3%	-5%	0
17) CCOC(=O)CCc1c(C)nc2c(c(C)nn2-c2ccccc2)c1C
    4%	7.5%	?	18%	3	0%	-3%	-14%	-2
18) Cc1ccc(C(=O)NN(CCC(=O)NC(C)(C)C)C2=NS(=O)(=O)c3ccccc32)cc1
    -17%	1.6%	-6%	1%	0	0%	-3%	-18%	-7
19) Cc1nc(N=C(N)N)nc2c(C)cccc12
    9%	-0.3%	5%	21%[57.1 µM]	2	7%	-7%	-1%	-6
20) Cc1ccc(F)cc1NC(=O)COC(=O)C1CC2CCCC(C1)C2=O (stereo not drawn)
    1%	·	0%	·	6	1%	-6%	-15%	-4
21) CCOC(=O)Cn1c(=NC(=O)C(C)C)sc2c(C)cc(C)cc21
    -7%	-0.9%	-1%	-3%	6	8%	-4%	-1%	-3
22) CC(/C=N/N1CCN(c2ccccc2)CC1)=C\c1ccccc1
    -5%	1.8%	-1%	5%	0	0%	-1%	-1%	3
23) O=C(NCc1ccccn1)c1c(O)c2cccc3c2n(c1=O)CC3
    -7%	4.3%	-1%	12%	-6	10%	13%	-13%	5
24) COC(=O)C1=CN(Cc2ccc(OC)c(OC)c2)C=C(C(=O)OC)C1c1ccc(O)cc1
    4%	4.6%	-5%	160%[activator]	2	7%	-4%	-17%	0
25) CCc1ccc(-n2cccc2/C=C2/C(=N)N3C(=NC2=O)SN=C3S(C)(=O)=O)cc1
    -13%	2.2%	-22%	-10%	4	10%	-4%	?	-5
26) O=[N+]([O-])c1ccccc1S(=O)(=O)Oc1ccc(/C=N/n2cnnc2)cc1
    -9%	0.7%	-6%	3%	-16	7%	-2%	3%	-5
27) O=C(CNc1cccc2ccccc12)N/N=C/c1ccc([N+](=O)[O-])cc1
    1%	0.5%	-9%	3%	-3	-7%	-4%	-17%	19
28) COc1cc(C(=O)OCCCN2CCCN(CCCOC(=O)c3cc(OC)c(OC)c(OC)c3)CC2)cc(OC)c1OC
    -4%	·	1%	6%[57.1 µM]	2&-1&-3	30%	1%&1%&2%&-4%&-3%	16%	-3
29) CC(=O)Oc1ccc2c(c1)C(=O)CCCCCC(=O)O2
    -1%	·	1%	·	-7	-1%	-7%	1%	-10
30) COc1cc(OC)c(NC(=O)Cn2c(=O)c(C(F)(F)F)nc3ccccc32)cc1Cl
    7%	4.0%	1%	0%[57.1 µM]	-12	-4%	1%	-12%	-11

Three compounds out of the list above, arranged by the value under USP1 inh, descending:
item	mol	RXFP1 ag	Vif-APOBEC3G blk	TrxR1 substrate	PI4K2A inh	USP1 inh
6	COc1ccccc1CCCNC(=O)C1CCC(=O)N(CCc2cccc(F)c2)C1 (stereo not drawn)	2.0%	0%	1%	-4	-8%
27	O=C(CNc1cccc2ccccc12)N/N=C/c1ccc([N+](=O)[O-])cc1	0.5%	-9%	3%	-3	-17%
9	Cc1cc(C)cc(NC(=O)c2cccc(C(=O)Nc3cc(C)cc(C)c3)c2)c1	-2.0%	6%	-2%	1	-25%

Next part.
Each structure is followed by: Vif-A3F inh	RXFP1 ag	Vif-APOBEC3G blk	TrxR1 substrate	PI4K2A inh	IDH1 R132H inh	Glioma ERSR ind	USP1 inh	LDHA block
31) C#CCOc1c(Cl)cc(/C=C2/C(=O)ON=C2C)cc1OC
    1%	-0.3%	0%	8%[57.1 µM]	3	1%	-5%	-7%	-1
32) COc1cc(/C=C/C(=O)NC(=O)c2ccccc2O)ccc1OC(C)=O
    8%	0.7%	-3%	-6%	2	-8%	0%	-16%	12
33) CCOc1cc(CN2CCSCC2)ccc1O
    -6%	-0.1%	3%	4%[57.1 µM]	5	5%	-2%	7%	-19
34) CC(=O)c1ccc(OCc2cc(C(=O)N3CCC[C@H]3CO)no2)cc1
    -2%	3.1%	0%	3%	-2	1%	0%	-13%	2
35) O=C(CCN1C(=O)c2cccnc2C1=O)NC1CCCCCC1
    -6%	27%	-2%	-3%	2	2%	0%	5%	4
36) Cc1cccc(C(C)C)c1NC(=O)C(C)OC(=O)Cc1n[nH]c(=O)c2ccccc12 (stereo not drawn)
    3%	3.5%	-1%	-3%	-1	2%	-2%	?	-2&6
37) CN1CCN(S(=O)(=O)c2ccc(N3CCc4ccccc4C3)nc2)CC1
    -3%	0.6%	0%	4%[57.1 µM]	-6	1%	-3%	6%	-4
38) Cc1c(NC(=S)N/C(=N/S(=O)(=O)c2ccccc2)c2ccccc2)c(=O)n(-c2ccccc2)n1C
    -6%	-1.7%	1%	-2%	-3	-5%	-5%	-4%	-2
39) O=C(Nc1ccccc1)C(=O)c1cn(CC(=O)N2CCCCC2)c2ccccc12
    16%	0.2%	0%	-25%[57.1 µM]	-3	4%	-1%	-21%	-4
40) CC(=O)c1ccc(NC(=S)N2CC(C)CC(C)C2)cc1 (stereo not drawn)
    9%	0.0%	-2%	-4%	-3	10%	-5%	-10%	10
41) COc1ccc(S(=O)(=O)N2CCCCC2C(=O)O)cc1OC (stereo not drawn)
    3%	1.0%	2%	1%	2	16%	-6%	3%	-4
42) Cc1ccc(Cl)cc1NC(=O)COCc1cc(-c2ccco2)on1
    0%	-0.2%	0%	-10%	-4	-17%	0%	?	4
43) COc1ccc2sc(N(Cc3cccnc3)C(=O)c3ccc4c(c3)OCCO4)nc2c1
    1%	-3.7%	15%	2%[57.1 µM]	-11	-3%	-5%	-29%	-10
44) CC(C)NC(=S)Nc1ccc(S(=O)(=O)Nc2ncccn2)cc1
    -7%	2.7%	2%	-4%	1	2%	-5%	-1%	-5
45) O=C(/C(C=Nc1cccc(C(F)(F)F)c1)=C(/O)c1ccco1)C(F)(F)F
    -23%	1.2%	1%	-11%	-3	9%	2%	-10%	-7
46) COc1cc(C(=O)NC2CCN(C)CC2)ccc1Nc1ncc2c(n1)N(C1CCCCC1)CCC(=O)N2C
    ?	·	-8%	-7%	-3	0%[38.3 µM]	3%	-10%	4
47) Oc1ccccc1N1CCN(c2nc(-c3cccs3)nc3ccccc23)CC1
    1%	0.6%	-4%	11%	10	-2%	-3%	-21%	0

This is a subset; count on the stated rates, not on these rows.
